IL2 activator – IL-2 activation | IL-2 activation reporter assay, cell-based qHTS; stimulated with anti-CD3/CD4/CD28 beads; in transgenic mouse T cells | activation, % (series mostly up to about 46 µM) | hit rate 0.065% among 360,000 | AID 652025; in the data active means activation above about 50%; inconclusive means mostly about 30% to 49%; further: 0% is about no effect
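First, unstimulated transgenic mouse T cells were exposed to compound for 60 min. Next, anti-CD3/anti-CD4-coated beads with anti-CD28 were added. Finally, after 18 h at 37 degrees C, EGFP and DsRed were imaged.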
A549 viability – counter-screen for Nrf2 inhibitors: cytotoxicity in A549 cells; AID 504648; hit rate 0.16% among 390,000; A549 ARE-Fluc cells, CellTiter-Fluor viability, 18-24 h; Potency, µM (series often up to 46 µM), inactives show at the highest dose activity change, negative = cytotoxicity, hits mostly inhibitors; further: potency means the concentration at half of the fitted maximal effect; on the % scale 0 is the no-effect control and ±100 the full control effect
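A549 ARE_Fluc cells in 5% FBS OPTI-MEM were exposed to compounds in concentration-response for 18-24 h at 37 deg C. Viability was read by CellTiter-Fluor fluorescence (Ex 405/Em 525) after 30 min, before the luciferase read.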
Nrf2 inh – inhibitors of Nrf2 signaling; A549 ARE-Fluc reporter, luciferase luminescence, 18-24 h; Potency, µM (titrated, usually from 46 µM), without a hit: at the top dose activity change, negative = inhibition, hits mostly inhibitors; hit rate 2.1% among 360,000; further: potency means the concentration at half of the fitted maximal effect; on the % scale 0 is the no-effect control and ±100 the full control effect; nearly all actives have a fitted effect of over 60% in size
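Nrf2 function is reported as luminescence of an ARE-controlled luciferase in A549 cells. Compounds were tested at several concentrations, and a CellTiter-Fluor read on the same wells flagged cytotoxicity.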
HepG2 tox – HepG2 cytotoxicity, counter-screen for TGF-b inhibitors; HepG2 CAGA-GFP viability, ATP luminescence, 18 h; Potency, µM (top dose mostly 46.1 µM), for inactives: top-dose activity change, negative = cytotoxicity, most hits filed as cytotoxic; hit rate 0.76% among 410,000; further: potency means the concentration at half of the fitted maximal effect; some results filed as inactive show a strong effect at the top dose
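CellTiter-Glo luminescence gave cytotoxicity after 18 hours at 37 degrees C. The cells were HepG2 CAGA-GFP in 1% FBS DMEM, stimulated with 500 pg/mL TGF-beta after compound addition. %Activity was normalised to no-cell wells (complete cell-killing) and DMSO (no toxicity), and curves were fitted and classified.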
TGFb inhibitor – blocks TGF-b signaling; HepG2 CAGA-GFP TGF-b/SMAD3 reporter, GFP fluorescence, 18 h; TGF-beta stimulated, 500 pg/mL final; Potency, µM (highest dose often 46.1 µM), without a hit: at the top dose activity, negative = inhibition, most hits filed as inhibitors; hit rate 1.2% among 410,000; AID 588855; further: potency means the concentration at half of the fitted maximal effect; on the % scale 0 is the no-effect control and ±100 the full control effect; nearly all actives have a fitted effect of over 65% in size
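First, reporter cells (HEPG2 CAGA-GFP) rested 2 h at 37 degrees C. Next, compounds were pinned in and TGF-beta added to 500 pg/mL final. After 18 h, GFP was imaged per cell and summed per well.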
ATXN viability – cell viability loss in ATXN counter-screen; AID 651635; S2 cells (HEK-293 line with an ATXN2-luciferase reporter) viability, CellTiter-Fluor protease fluorescence, 24 h; hit rate 0.49% among 400,000; Potency, µM (doses to about 56.7 µM), most hits filed as cytotoxic; further: potency means the concentration at half of the fitted maximal effect; nearly all actives have a fitted effect of over 40% in size
Nrf2 ARE act – activates Nrf2 signaling. AID 624171. AREc32 ARE-luciferase reporter (MCF7-derived line), luminescence, 24 h. hit rate 0.31% among 410,000. Potency, µM (highest dose often 46.1 µM), without a hit: at the top dose activation, usual class: activators; further: potency means the concentration at half of the fitted maximal effect; % of control where 0% means no effect; nearly all actives have a fitted effect of over 65% in size
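AREc32_Fluc, 1000 cells/well, OPTI-MEM + 5% FBS, o/n 37 deg C 5% CO2; 23 nL cpd by pin tool, 24 hr; Steady-Glo 30 min RT, luminescence.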
EPAC2 agonist – EPAC2 (human) agonism | hit rate 0.079% among 360,000 | Q8WZA2 | Potency, µM (top dose mostly 154 µM), for inactives: top-dose activation, hits mostly activators | EPAC2 activation, biochemical qHTS; response scale: 100% = 6.5 mM cAMP response | AID 720711; further: potency means the concentration at half of the fitted maximal effect; nearly all actives have a fitted effect of over 50% in size
Target sequence (Q8WZA2 whole entry, looked up): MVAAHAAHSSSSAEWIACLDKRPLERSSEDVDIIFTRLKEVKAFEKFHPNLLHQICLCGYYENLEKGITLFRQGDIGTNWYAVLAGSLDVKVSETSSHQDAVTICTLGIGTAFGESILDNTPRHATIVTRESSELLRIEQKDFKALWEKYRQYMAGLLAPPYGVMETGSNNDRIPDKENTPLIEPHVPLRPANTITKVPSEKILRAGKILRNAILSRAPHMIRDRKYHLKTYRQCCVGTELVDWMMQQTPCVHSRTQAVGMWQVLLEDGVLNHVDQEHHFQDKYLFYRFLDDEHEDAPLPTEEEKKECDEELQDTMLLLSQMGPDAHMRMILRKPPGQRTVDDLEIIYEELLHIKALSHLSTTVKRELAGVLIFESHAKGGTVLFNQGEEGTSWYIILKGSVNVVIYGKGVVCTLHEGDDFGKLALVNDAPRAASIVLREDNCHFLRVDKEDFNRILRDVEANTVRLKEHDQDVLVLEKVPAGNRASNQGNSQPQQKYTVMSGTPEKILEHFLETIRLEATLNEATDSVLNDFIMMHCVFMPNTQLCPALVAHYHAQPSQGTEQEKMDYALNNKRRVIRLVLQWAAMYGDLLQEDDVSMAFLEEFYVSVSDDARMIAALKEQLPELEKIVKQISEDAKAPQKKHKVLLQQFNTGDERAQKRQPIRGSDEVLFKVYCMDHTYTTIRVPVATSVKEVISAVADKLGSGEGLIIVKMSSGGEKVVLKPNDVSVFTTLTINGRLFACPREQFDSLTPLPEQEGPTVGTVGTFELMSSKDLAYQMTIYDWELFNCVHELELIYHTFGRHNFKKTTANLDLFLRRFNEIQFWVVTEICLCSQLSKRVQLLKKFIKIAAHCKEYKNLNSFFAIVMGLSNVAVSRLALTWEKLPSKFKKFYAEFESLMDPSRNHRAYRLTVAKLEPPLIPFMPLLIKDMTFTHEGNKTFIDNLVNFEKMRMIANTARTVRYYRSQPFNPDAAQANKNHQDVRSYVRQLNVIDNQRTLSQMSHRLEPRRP
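Setup: EPAC2 100 nM, labeled Rap1B complex 250 nM, free GDP 50 uM. Compound titrations pinned in, brief spin, 5 min room temperature incubation. Kinetic fluorescence read over 30 min, normalized to 6.5 mM cAMP.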
ATXN2 expr inh – inhibitors of ATXN2 expression | HEK-293 ATXN2-luciferase reporter, luminescence, 24 h | Potency, µM (series often up to 57 µM), without a hit: top-dose activity change, negative = inhibition, usual class: inhibitors | hit rate 0.72% among 360,000; further: potency means the concentration at half of the fitted maximal effect; on the % scale 0 is the no-effect control and ±100 the full control effect; nearly all actives have a fitted effect of over 55% in size
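ATXN2-luciferase reporter cells (luciferase flanked by upstream and downstream ATXN2 gene portions) were treated 24 h at 37 °C with compounds at up to 57 uM. SteadyGlo luminescence gave expression; GF-AFC fluorescence gave viability.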
* hit, by the source's call; i = inactive; ? = inconclusive; nt = not tested or not shown; [ ] = another dose, or the depositor's remark. Unless noted, the call rests on the fitted dose curve; in most records, active means well fitted curve in the direction sought with a large enough effect; inconclusive means small, poorly fitted or top-dose-only effect, or another doubt; inactive means no such curve, though single readings can be large; an effect the other way counts as inactive or inconclusive. Rows were taken by chance. Share with any hit: about 4.3%.

Value order – IL2 activator	A549 viability	Nrf2 inh	HepG2 tox	TGFb inhibitor	ATXN viability	Nrf2 ARE act	EPAC2 agonist	ATXN2 expr inh
- CC1CCN(C(=O)COC(=O)C23CC4CC(CC(O)(C4)C2)C3)CC1
→ 0.5	-0.8%	?	-4.7%	-5.6%	i	-0.8%	1.6%	4.0%
- COc1ccc(C(=O)Nc2ccccc2C(=O)N/N=C/c2ccncc2)cc1OC
→ -1.9	0.5%	?	12.6µM*	12.6%	i	-0.5%	-3.4%	-17.5%
- COc1cc(OC)cc(C(=O)NC(C(=O)Nc2ccc3c(c2)CCC3)C(C)C)c1 (stereo not drawn)
→ -0.3	5.5%	?	8.6%	-21.3%	?	-1.1%	-7.2%	nt
- COc1ccc(C)cc1-n1nnnc1SCC1CCCO1 (stereo not drawn)
→ 0.0	?	17.8%	-2.3%	-8.9%	i	-0.8%	-6.9%	-0.4%
- O=C(NCCc1ccc(Cl)cc1Cl)c1cc([N+](=O)[O-])c[nH]c1=O
→ -4.0	0.6%	-20.3%	-38.4%	?	i	0.4%	-2.4%	8.5%
- Cc1ccc(NC(=O)CSc2n[nH]c(N)n2)cc1S(=O)(=O)N1CCOCC1
→ -1.7	0.6%	-2.9%	19.2%	13.6%	i	-0.1%	11.7%	6.9%
- Cc1ccc(S(=O)(=O)NNC(=O)Nc2ccc(Cl)cc2)cc1
→ -1.1	7.6%	2.5%	3.1%	?	?	0.0%	7.4%	-24.0%
- CC1(C)CC(=O)C(C2C3=C(CC(C)(C)CC3=O)Oc3ccccc32)C(=O)C1 (stereo not drawn)
→ 0.0	?	4.6%	-50.8%	6.2%	i	0.4%	5.2%	0.9%
- Nc1cc(OC(=O)c2c(F)cccc2Cl)nn1S(=O)(=O)c1ccccc1
→ -1.2	-9.7%	?	-16.3%	-0.3%	i	15.6%	13.7%	-8.1%
- COc1cccc(NC(=O)CN(C)C(=O)c2cc(S(=O)(=O)N3CCCCC3)ccc2Cl)c1
→ -5.1	-7.2%	-11.6%	4.7%	0.0%	i	0.0%	3.1%	-1.4%
- CCCNC(=O)c1ccc2c(=O)n3c(-c4ccc(C)cc4)csc3nc2c1
→ -0.3	-1.0%	-6.8%	-1.5%	2.2%	i	3.5%	6.3%	1.3%
- Cn1cccc1CC(=O)N/N=C/c1ccc([N+](=O)[O-])cc1
→ -0.5	3.1%	-2.2%	-9.5%	12.8%	i	0.2%	4.0%	15.0%
- CC(=O)n1c2c(c3ccccc31)OC(N)=C(C#N)C2c1ccc(C(C)C)cc1 (stereo not drawn)
→ 0.1	-2.9%	?	-38.8%	-23.7%	i	20.7%	6.9%	19.3%
- Cc1cc(/C(=N/O)C(C)(C)NO)ccc1Cl
→ -2.7	-6.2%	-0.1%	3.9%	0.8%	i	-0.1%	1.7%	-8.1%
- Fc1ccc(/C=N/NC(=S)Nc2ccc(Cl)cc2)cc1F
→ -4.1	-0.1%	?	9.0%	7.6%	i	3.6%	8.1%	43.1%[activator]
- Cc1nc(-c2ccc(NC(=O)c3cccs3)cc2)cs1
→ -1.5	-2.0%	?	-60.4%	-10.9%	i	-0.7%	-7.1%	3.7%
- CNc1cncc(-c2cccc(C(=O)N3CCOCC3)c2)n1
→ 0.4	nt	nt	15.5%	27.8%	i	-1.2%	10.2%	0.5%
- Cc1ccc(S(=O)(=O)N(C)C)cc1NC(=O)C(C)NC(C)c1cccs1 (stereo not drawn)
→ -3.2	9.3%	?	-5.2%	0.4%	i	0.3%	5.7%	-3.6%
- O=C(CSc1nc2c(c(=O)[nH]1)CCC2)Nc1cccc(Cl)c1
→ -2.2	-14.0%	-18.9%	-16.1%	12.7%	i	-0.7%	1.0%	-0.9%
- O=C(NCc1ccncc1)C(=O)NCC1OCCN1S(=O)(=O)c1ccccc1 (stereo not drawn)
→ 1.5	nt	nt	17.6%	5.3%	i	-1.4%	8.7%	nt
- COc1cc(C(=O)NCCc2ccc(S(N)(=O)=O)cc2)ccc1OCc1c(C)noc1C
→ 1.2	-1.4%	-9.1%	-17.7%	-11.9%	i	0.0%	6.3%	nt
- Cc1ccc(C(=O)NCC(=O)N2CCc3ccccc3C2)cc1C
→ 0.1	-4.2%	-13.2%	2.7%	0.0%	i	-0.3%	18.3%	13.8%
- COc1ccc(CN2C(=O)c3oc4ccccc4c(=O)c3C2c2ccc(O)cc2)cc1 (stereo not drawn)
→ nt	-0.4%	7.3%	-19.0%	-26.6%	i	3.9%	nt	1.9%
- O=C(COC(=O)Cc1c[nH]c2ccccc12)Nc1ccccc1
→ -0.7	-2.3%	5.0%	-2.8%	-9.5%	i	-0.7%	-10.0%	-2.5%
- COc1ccc(NCc2nnc(SCc3ccc(Cl)cc3)n2-c2ccccc2)cc1
→ 0.7	-6.5%	?	-24.5%	?	?	3.1%	14.5%	?
- CN(C(=O)c1nn(C)c2c1COc1ccccc1-2)c1cccc(C(F)(F)F)c1
→ nt	-0.1%	18.2%	1.1%	-7.4%	nt	0.7%	nt	nt
- O=C(CN(c1ccc(F)cc1)S(=O)(=O)c1ccc2c(c1)OCCO2)N1CCOCC1
→ 4.3	-5.6%	5.2%	-11.6%	2.4%	i	-0.5%	2.4%	2.6%
- O=C(C1CC=CCC1)N1CCCCCC1 (stereo not drawn)
→ -4.3	nt	nt	-3.8%	-2.1%	i	0.1%	0.9%	nt
- O=C1c2cccc3c(N4CCOCC4)c([N+](=O)[O-])cc(c23)C(=O)N1c1cccc2ccccc12
→ -1.3	?	?	6.1%	14.6%	i	-0.2%	4.2%	4.5%
- CCOc1cccc(N2C(=O)CC(N3CCC(C(N)=O)(N4CCCCC4)CC3)C2=O)c1 (stereo not drawn)
→ -1.1	-2.4%	-8.9%	1.2%	-15.0%	?	-1.3%	-8.1%	-8.5%

Ordered by value in IL2 activator (ascending): three of the compounds above
SMILES | IL2 activator | TGFb inhibitor | Nrf2 ARE act
CCOc1cccc(N2C(=O)CC(N3CCC(C(N)=O)(N4CCCCC4)CC3)C2=O)c1 (stereo not drawn) | -1.1 | -15.0% | -1.3%
Cc1ccc(C(=O)NCC(=O)N2CCc3ccccc3C2)cc1C | 0.1 | 0.0% | -0.3%
COc1cc(C(=O)NCCc2ccc(S(N)(=O)=O)cc2)ccc1OCc1c(C)noc1C | 1.2 | -11.9% | 0.0%

(more compounds)
Value order – IL2 activator	A549 viability	Nrf2 inh	HepG2 tox	TGFb inhibitor	ATXN viability	Nrf2 ARE act	EPAC2 agonist	ATXN2 expr inh
- CCc1ccc(CCC(=O)Nc2ccc(Br)cc2)o1
→ 0.1	15.0%	-16.6%	-15.2%	-20.4%	i	3.8%	19.7%	-13.4%
- CC(=O)Nc1ccccc1-c1nc2ccc(C(=O)N3CCN(c4cc(C)ccc4C)CC3)cc2[nH]c1=O
→ -1.2	-3.2%	-15.2%	-90.7%	5.6%	i	-0.1%	-8.2%	4.4%
- CC12CN3CC(C)(CN(C1)C3c1ccc3c(c1)OCO3)C2 (stereo not drawn)
→ -0.6	0.8%	8.9%	-19.1%	-0.3%	i	-0.5%	-1.6%	4.5%
- O=c1cc(-c2ccccc2Cl)oc2c(NS(=O)(=O)c3cccs3)ccc(O)c12
→ 0.2	2.4%	-1.8%	-11.3%	?	i	9.0%	14.5%	7.5%
- O=C(NCCCN1CCN(c2cccc(Cl)c2)CC1)c1nc(-c2ccncc2)no1
→ 0.1	?	?	-6.1%	-11.7%	i	3.5%	-6.2%	-16.8%
- Cc1ccc(-c2nnc(N3CCOCC3)c3ccccc23)cc1S(=O)(=O)N(C)C
→ 0.8	1.2%	-9.2%	-43.2%	22.5%	i	0.7%	14.9%	-5.4%
- O=C(CNC(=O)[C@@H]1Cc2ccccc2CN1)NC1CCCC1
→ -0.4	-2.8%	-19.0%	-5.4%	8.3%	i	-0.4%	4.4%	nt
- COCCCn1c(=N)c(C(=O)NC2CCCCC2)cc2c(=O)n3cc(C)ccc3nc21
→ nt	0.5%	8.0%	6.3%	-0.5%	nt	0.4%	nt	-1.1%
- [O-]/[N+](=C\c1ccccc1)c1ccccc1
→ -0.3	10.2%	-10.7%	-5.4%	-38.8%	i	4.7%	7.7%	6.7%
- CC(C)c1ccc(NC(=O)C(=O)C2C(=O)Nc3ccccc32)cc1 (stereo not drawn)
→ -3.7	-7.7%	-1.5%	-24.5%	-17.1%	?	5.7%	2.7%	nt
- CC(C)(C)NC(=O)c1ccccc1-c1nc(-c2ccccc2Cl)no1
→ -2.6	-8.6%	nt	-5.5%	9.8%	?	0.0%	-10.5%	27.2%
- COc1cc(S(=O)(=O)N(Cc2ccccn2)Cc2ccccc2Cl)ccc1-n1cnnn1
→ -3.5	5.5%	12.9%	-1.3%	12.1%	?	-0.3%	10.9%	0.7%
- CCCOc1ccc(CC(=O)NNC(=S)Nc2ccccc2)cc1Br
→ 5.4	-2.2%	-15.7%	-22.1%	-4.3%	i	0.3%	-20.6%	10.0%
- O=C(Cn1cnc([N+](=O)[O-])n1)N/N=C/c1ccc2ccccc2c1
→ -2.3	-3.2%	2.4%	2.2%	-1.0%	i	2.6%	3.0%	-16.6%[11.3 µM]
- COc1ccc(C2c3ccsc3CCN2C(=O)NC(C)(C)C)cc1 (stereo not drawn)
→ -0.1	19.6%	?	-50.2%	-21.2%	i	-0.2%	13.3%	nt
- COC(=O)Cn1c(=O)c2c(nc(Br)n2Cc2ccccc2Cl)n(C)c1=O
→ -3.1	-8.6%	-19.9%	3.3%	-7.7%	i	3.5%	1.9%	-19.8%

From PubChem
